From PubChem BioAssay
MITF primary = inhibitors of human MITF. AlphaScreen MITF homodimerization, bead proximity signal. inhibition, % at 2.6 µM. actives 0.91% (n = 650,000); in the data active = inhibition above about 50%;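 also: 0% = vehicle wells with protein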
FBW7 act = human FBW7 E3 ligase activation, primary screen. Q969H0. AlphaScreen FBW7–phospho-cyclin E peptide binding, activator screen. normalized activity (activation), % at 26.1 µM. actives 0.13% (n = 650,000); in the data active = normalized activity above about 1.9%;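 also: purified mutant Fbw7 with reduced substrate affinity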
Target sequence (Q969H0 whole entry, looked up): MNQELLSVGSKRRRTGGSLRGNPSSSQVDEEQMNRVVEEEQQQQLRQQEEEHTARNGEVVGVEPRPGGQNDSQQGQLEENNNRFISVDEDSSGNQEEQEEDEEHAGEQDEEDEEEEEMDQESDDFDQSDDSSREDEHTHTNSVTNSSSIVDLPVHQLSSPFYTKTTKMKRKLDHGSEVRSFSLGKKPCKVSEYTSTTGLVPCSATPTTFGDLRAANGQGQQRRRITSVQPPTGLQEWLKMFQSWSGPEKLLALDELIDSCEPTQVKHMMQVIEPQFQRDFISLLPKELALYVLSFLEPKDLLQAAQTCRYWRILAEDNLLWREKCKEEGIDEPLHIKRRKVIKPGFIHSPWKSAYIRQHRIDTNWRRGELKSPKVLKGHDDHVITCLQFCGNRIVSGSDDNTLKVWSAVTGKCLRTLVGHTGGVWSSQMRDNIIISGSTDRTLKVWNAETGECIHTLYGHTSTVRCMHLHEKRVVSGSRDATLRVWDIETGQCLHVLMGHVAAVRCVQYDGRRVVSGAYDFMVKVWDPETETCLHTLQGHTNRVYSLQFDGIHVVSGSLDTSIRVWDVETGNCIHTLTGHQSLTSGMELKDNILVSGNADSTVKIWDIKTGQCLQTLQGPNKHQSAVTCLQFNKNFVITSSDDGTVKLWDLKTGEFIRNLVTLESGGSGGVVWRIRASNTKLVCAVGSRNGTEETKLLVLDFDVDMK
TEAD-YAP inh = TEAD-YAP interaction inhibition; actives 1.4% (n = 640,000); HEK-TIYL cells, TEAD-Gal4/YAP UAS-luciferase luminescence; inhibition, % at 9.12 µM; in the data active = inhibition above about 32%;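 also: 0% = median of test compound wells and 100% = reference inhibitor wells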
GPR151 activ = activators of human GPR151 | PathHunter beta-arrestin GPR151 cells, luminescence | activation, % at 11.2 µM | AID 1508602 | actives 1% (n = 650,000) | Q8TDV0; in the data active = activation above about 4.9%;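 also: 0% = median of compound wells and 100% = cells with positive control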
Starred values were filed as active, the others as inactive; / = not tested or not shown.

SMILES | MITF primary | FBW7 act | TEAD-YAP inh | GPR151 activ
CCN(CC)c1ccc(C2NC(=O)NC(C)=C2C(=O)OCc2ccc3c(c2)OCO3)cc1 (stereo not drawn) | 9 | -0.1 | 17 | -0.9
CCN(CC)C(=O)CSc1nnc(CNc2ccc(F)cc2)o1 | 0 | 0.0 | 9 | 3.5
COc1cc(N)c(Cl)cc1C(=O)OCC(=O)N1CCC(Cc2ccccc2)CC1 | 2 | 0.1 | 0 | 0.6
Cc1ccc(NC(=O)COc2ccc3oc4c(c3c2)CCCC4)cc1C | 6 | 0.2 | -3 | -0.6
Cc1ccc(-n2cnc3cc(C(=O)NCc4ccc(F)cc4)ccc32)c(C)c1 | 15 | 0.2 | -10 | 0.7
COC(=O)CNC(=O)COC(=O)c1cc(OC)cc(OC)c1 | 16 | 0.1 | 0 | -1.0
COc1cnn(-c2ccc([N+](=O)[O-])cc2)c(=O)c1Cl | 15 | 0.1 | -1 | 0.0
Cc1ccc(N(CC(=O)Nc2cccc3cccnc23)S(=O)(=O)c2ccc(C)cc2)cc1 | 15 | 0.0 | 3 | 0.1
O=c1[nH]c(O)c(N=Nc2cccc(OC(F)F)c2)c(=O)[nH]1 | -6 | -0.2 | -2 | -0.1
C/C=C/C=C/C(=O)N1C(=O)C(=O)c2ccccc21 | 12 | 0.3 | 2 | -4.8
CC(=O)Nc1nc2c(C)cc(C)cc2s1 | -2 | 0.4 | -44 | 2.3
Cc1cccc(C(=O)OCC(=O)Nc2ncc(C(F)(F)F)cc2Cl)c1O | 0 | -0.1 | 2 | -1.1
CN(C)c1ccc(/C=C/c2nc3ccccc3c(=O)[nH]2)cc1 | 9 | -0.1 | 31 | -1.5
COc1ccc2c(c1)c(C(C)=O)c(C)n2-c1cccc2ccccc12 | 5 | -0.3 | -7 | 0.3
Cc1nc(NC(C)c2ccccc2)cc(-c2ccccc2F)n1 (stereo not drawn) | 12 | 0.1 | 2 | 5.8*
O=C(CCCCCn1c(=S)[nH]c2ccc(Br)cc2c1=O)N1CCc2ccccc2C1 | 1 | -0.1 | 3 | -1.7
Nc1ccc2oc(-c3cccc(I)c3)nc2c1 | -5 | 0.7 | -27 | -3.6
CCC1(CCC(=O)NCc2ccc(C)o2)CCC(=O)N1 (stereo not drawn) | 4 | 0.1 | 5 | -1.7
CCOC(=O)N1CCc2c(sc(NCc3ccc(N(C)C)cc3)c2C(=O)Nc2cc(OC)ccc2OC)C1 | 5 | 0.5 | -5 | -0.3
CC(=O)C1=C(O)C(=O)N(CCN2CCNCC2)C1c1cccc(F)c1 (stereo not drawn) | 20 | 0.1 | 7 | -0.3
O=C(c1ccc(-c2ccccc2)c(F)c1)C1CCCN(C(=O)c2cn3ccsc3n2)C1 (stereo not drawn) | 11 | 0.2 | -4 | 0.9
CC(C)n1c(NCCN2CCOCC2)nc2c(NC3CCN(Cc4ccccc4)CC3)ncnc21 | -1 | -0.1 | 10 | 0.3
CCOC(=O)C1=C(C)N=c2s/c(=C\c3cc(Br)ccc3OC(C)=O)c(=O)n2C1c1ccc(OC(C)=O)cc1 (stereo not drawn) | 8 | -0.1 | -2 | 0.7
O=C(Nc1ccc(Oc2ccccc2)cc1)c1cc2ccccc2c(=O)o1 | -6 | -0.1 | -4 | 0.7
NNc1ncnc(NN(c2ccccc2)c2ccccc2)c1[N+](=O)[O-] | 0 | -0.1 | -10 | 0.1
CC(C1CCN(C(=O)Cn2nnnc2CN2CCCCCC2)CC1)N1CCOCC1 (stereo not drawn) | -1 | 0.0 | -2 | 0.2
CCOc1ccc(NC(=O)c2sc3ccccc3c2Cl)c([N+](=O)[O-])c1 | 15 | 0.6 | -1 | -1.5
CC(C)(C)C(=O)N1CCN(c2ccc([N+](=O)[O-])cc2C(F)(F)F)CC1 | 3 | -0.1 | 2 | 1.1
Cc1ccccc1C1(CC(=O)N2CCCC(C)C2)CC(=O)N(Cc2cccnc2)C1=O (stereo not drawn) | -2 | -0.1 | 0 | -1.7
Cc1ncc2c(c1CNS(=O)(=O)N(C)C)CCN(C(=O)/C=C/c1ccccc1)C2 | 0 | -0.2 | -14 | 2.5

In another format: 17 of the compounds above
Compound	MITF primary	FBW7 act	TEAD-YAP inh	GPR151 activ
CC(=O)Nc1nc2c(C)cc(C)cc2s1	-2	0.4	-44	2.3
Cc1cccc(C(=O)OCC(=O)Nc2ncc(C(F)(F)F)cc2Cl)c1O	0	-0.1	2	-1.1
CN(C)c1ccc(/C=C/c2nc3ccccc3c(=O)[nH]2)cc1	9	-0.1	31	-1.5
COc1ccc2c(c1)c(C(C)=O)c(C)n2-c1cccc2ccccc12	5	-0.3	-7	0.3
Cc1nc(NC(C)c2ccccc2)cc(-c2ccccc2F)n1 (stereo not drawn)	12	0.1	2	5.8*
O=C(CCCCCn1c(=S)[nH]c2ccc(Br)cc2c1=O)N1CCc2ccccc2C1	1	-0.1	3	-1.7
Nc1ccc2oc(-c3cccc(I)c3)nc2c1	-5	0.7	-27	-3.6
CCC1(CCC(=O)NCc2ccc(C)o2)CCC(=O)N1 (stereo not drawn)	4	0.1	5	-1.7
CCOC(=O)N1CCc2c(sc(NCc3ccc(N(C)C)cc3)c2C(=O)Nc2cc(OC)ccc2OC)C1	5	0.5	-5	-0.3
CC(=O)C1=C(O)C(=O)N(CCN2CCNCC2)C1c1cccc(F)c1 (stereo not drawn)	20	0.1	7	-0.3
O=C(c1ccc(-c2ccccc2)c(F)c1)C1CCCN(C(=O)c2cn3ccsc3n2)C1 (stereo not drawn)	11	0.2	-4	0.9
CC(C)n1c(NCCN2CCOCC2)nc2c(NC3CCN(Cc4ccccc4)CC3)ncnc21	-1	-0.1	10	0.3
CCOC(=O)C1=C(C)N=c2s/c(=C\c3cc(Br)ccc3OC(C)=O)c(=O)n2C1c1ccc(OC(C)=O)cc1 (stereo not drawn)	8	-0.1	-2	0.7
O=C(Nc1ccc(Oc2ccccc2)cc1)c1cc2ccccc2c(=O)o1	-6	-0.1	-4	0.7
NNc1ncnc(NN(c2ccccc2)c2ccccc2)c1[N+](=O)[O-]	0	-0.1	-10	0.1
CC(C1CCN(C(=O)Cn2nnnc2CN2CCCCCC2)CC1)N1CCOCC1 (stereo not drawn)	-1	0.0	-2	0.2
CCOc1ccc(NC(=O)c2sc3ccccc3c2Cl)c([N+](=O)[O-])c1	15	0.6	-1	-1.5

Additional entries:
SMILES | MITF primary | FBW7 act | TEAD-YAP inh | GPR151 activ
COc1ccc(CCNC(=O)c2cncc(-c3ccc(C(N)=O)cc3)c2)cc1 | 9 | 0.0 | -15 | 2.0
O=C(Nc1cccc(F)c1)c1cc2cc([N+](=O)[O-])ccc2oc1=O | 0 | -0.2 | 16 | 1.0
Cc1ncc(CN2CCCC(C(=O)Nc3ccc(-c4nc5ccccc5[nH]4)cc3)C2)[nH]1 (stereo not drawn) | -3 | 0.1 | -11 | -0.4
COc1ccccc1NC(=O)c1cc[n+](C)cc1 | 2 | -0.2 | -1 | 0.3
CCOc1ccc2ccccc2c1C(=O)Nc1cccc(N2CCCS2(=O)=O)c1 | -9 | -0.1 | 1 | 1.3
CCOc1ccc(/C=N/N2C(=O)c3cccc4cc([N+](=O)[O-])cc(c34)C2=O)cc1 | 10 | 0.0 | -5 | -0.5
Cc1cc(Nc2ccccc2)nc(N)n1 | 5 | -0.1 | -3 | -0.3
O=C1N2CN(C(c3ccccc3)c3ccccc3)CN=C2SC1(CO)CO | 17 | -0.2 | 5 | 7.7*
CCN1CCN(C(c2ccccc2F)c2nnnn2C2CCCCC2)CC1 (stereo not drawn) | 3 | -0.1 | 2 | 0.4
COc1cc(Nc2nc(N3CCC(N4CCOCC4)CC3)ncc2C)cc(OC)c1OC | 9 | 0.0 | 3 | -0.7
CC(=O)c1ccc(NC2=C(N(C)C)C(=O)c3ccccc3C2=O)cc1 | -2 | -0.7 | -14 | -0.8
COc1ccc(Cn2c(CCC(=O)NCc3cccnc3)nc3cccnc32)cc1 | 7 | 0.0 | 2 | -0.6
O=C(CS(=O)(=O)c1ccc2ccccc2c1)Nc1ccccc1Cl | 16 | 0.0 | 3 | -1.8
COc1ccc(OC)c(NC(=O)CSc2nc3c(=O)n(C)c(=O)n(C)c3n2C)c1 | 5 | 0.0 | -1 | 1.6
COCCn1c(=NC(=O)c2ccc([N+](=O)[O-])o2)sc2cc(S(N)(=O)=O)ccc21 | -6 | 0.0 | 13 | 0.5
CCN(CC)CCCNC(=O)c1ccc2c(=O)n(Cc3ccc4c(c3)OCO4)c(=S)[nH]c2c1 | 2 | -0.1 | 4 | 0.1
Cc1cc(C(=O)O)ccc1NC1=CC(=O)CC(C)(C)C1 | 18 | 0.1 | 0 | -0.3
Cc1cc(C)n(-c2ccc(NC(=O)C3CCN(Cc4cnc(C)n4C)CC3)cc2)n1 | -1 | 0.0 | 0 | -2.3
CCOC(=O)CCc1c(C)c(C#N)c2nc3ccccc3n2c1-n1ccnc1 | -15 | 0.1 | -10 | -2.2
COc1ccc(NC(=O)N2CCc3nc(-c4ccc(OC)cc4C)c4c(c3C2)CO[C@@H](c2ccccc2)C4)cc1 | -11 | -0.1 | / | -0.5
CCCC(=O)Nc1ccccc1NC(=O)C1CCCCC1 | 1 | 0.1 | 0 | -0.5
Nc1c(C(=O)N2CCCCC2)nnn1-c1ccc(OC(F)(F)F)cc1 | -3 | -0.1 | -53 | 1.9
Cn1ccc(C(=O)Nc2cccnc2)n1 | -55 | 1.0 | 7 | -0.8
O=C(Cn1nnc2ccccc21)OCC(=O)c1ccc(Cl)cc1 | 12 | 0.0 | 10 | -0.2
Cn1c(CN2CCN(CC#N)CC2)c(C#N)c2ccccc21 | -4 | -0.1 | -11 | 1.4
CCC(C)c1ccccc1OCC(=O)Nc1cccc(-c2nnc(-c3ccco3)o2)c1 (stereo not drawn) | 11 | 0.3 | 2 | -0.6
CC(C)(C)Nc1nc(Cl)nc(NCc2ccco2)n1 | 14 | -0.1 | -2 | 1.1
CN(C)CCCN1C(=O)C(O)=C(C(=O)c2cccs2)C1c1ccc(Cl)cc1 (stereo not drawn) | -9 | 0.4 | 4 | 2.7
O=S(=O)(CCn1cccc1)CCn1cccc1 | -1 | -0.3 | -10 | 0.2
Cc1ccc(-n2c(SCC(=O)NCCC(C)C)nc3c(sc(=S)n3-c3ccc(Cl)c(C)c3)c2=O)cc1 | -2 | 0.0 | 5 | -0.8
O=C(Nc1nnc(C2CCCO2)o1)c1cccc(F)c1 (stereo not drawn) | 8 | 0.0 | -4 | -0.6
CN(C)c1ccc(-c2nc3n(c2NC(C)(C)C)CCN(C(=O)c2ccn[nH]2)C3)cc1 | -13 | 0.3 | -33 | 1.7
CCCOC(=O)C1=C(C)NC2=C(C(=O)CC(C)(C)C2)C1c1ccc(OC)c(OC)c1 (stereo not drawn) | -12 | -0.1 | -4 | 0.0
CN(C)C(=O)/C(C#N)=C\c1ccc(-c2ccc(S(N)(=O)=O)cc2)o1 | -2 | 0.0 | 2 | -0.5
O=c1c2sc(=S)n(CCc3ccccc3)c2nc(SCc2nc3ccccc3[nH]2)n1C1CCCCC1 | 15 | 0.0 | 0 | 1.0
Cc1cccc(C(=O)N2CCOc3ccc(C(C)(O)CN(C)C)cc3C2)c1C (stereo not drawn) | 23 | 0.3 | 7 | 1.7
Cc1ccc2nc(NCCc3ccc(Cl)cc3)c3nnnn3c2c1 | -6 | 0.1 | 1 | 0.0
CCOc1cccc(/C=C2/NC(=S)NC2=O)c1O | 11 | 0.2 | 51* | -2.1
Cc1ccc(C(C)C)c(OCC(=O)Nc2ccc3nn(-c4ccc(C)c(Cl)c4)nc3c2)c1 | 2 | -0.1 | 7 | 0.8
O=C(NC(=S)N1CCN(c2ccccc2F)CC1)c1ccc(Br)cc1 | 3 | 0.8 | 1 | 0.1
CC1CCCN(CCC(=O)Nc2ccccc2Cl)C1 (stereo not drawn) | -7 | 0.1 | -7 | 0.4
Cc1ccc(N(CC(=O)N2CCc3ccccc3C2)S(=O)(=O)c2ccccc2)cc1 | 8 | 0.1 | 11 | -0.5
Cn1c(=O)c2c(SCC(=O)c3ccccc3)nc(-c3ccccc3)nc2n(C)c1=O | -13 | 0.1 | 5 | -1.5
CO/N=[N+](\[O-])Cc1cccc2ccccc12 | 11 | -0.2 | 0 | 2.7
CCOC(=O)CNC(=S)N(CCCN1CCCC1)Cc1cccs1 | -17 | 0.0 | -5 | 0.4
O=C(O)CCS(=O)(=O)c1nc(-c2cccs2)cc(C(F)(F)F)n1 | -1 | -0.2 | 4 | 0.3
O=C(NC1(C(F)(F)F)NC(=O)N(c2cccc(Cl)c2)C1=O)c1cccs1 (stereo not drawn) | 4 | 0.6 | -4 | 0.0
Cc1ccc(Cc2nc(-c3cccnc3)no2)cc1 | 3 | 0.2 | 2 | 2.5
Cc1cc2c(cc3c(=O)n(CC(=O)NC4CCCCCC4)ncn32)s1 | -4 | -0.2 | -3 | -0.8
CC1=C(C(=O)OC(C)C)C(c2cccc(O)c2)n2ncnc2N1 (stereo not drawn) | -11 | -0.1 | -1 | 2.5
Additional structures.
SMILES | MITF primary | FBW7 act | TEAD-YAP inh | GPR151 activ
Cc1ccc(C(=O)N/C(=C\c2ccco2)C(=O)N2CCC(C(N)=O)CC2)cc1C | -5 | 0.0 | 7 | -0.8
O=C(Cn1ncc2c3ccccc3n(Cc3ccccc3)c2c1=O)NCCCN1CCCC1 | 12 | 0.2 | 0 | 0.3
O=C(O)c1cccc(NC(=O)c2cc3cc(Br)ccc3oc2=O)c1 | 13 | 0.2 | -64 | -0.8
Cn1c(N)c(C(=O)COC(=O)CN2C(=O)C3CCCCC3C2=O)c(=O)n(C)c1=O (stereo not drawn) | -17 | 0.0 | 12 | -1.2
